# Screening data: PubChem, National Center for Advancing Translational Sciences (NCATS)
# aSyn yeast inh: inhibitors of alpha-synuclein toxicity in yeast; Yeast expressing alpha-synuclein, growth rescue, BacTiter-Glo, 24 h; Potency, µM (top dose mostly 46.1 µM), for inactives: at the highest dose growth rescue (activation), actives largely listed as activators; hit rate 0.14% among 370,000; AID 652106; also: % of control where 0% means no effect; nearly all actives have a fitted effect of over 65% in size
#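 Galactose-induced alpha-syn yeast (OD600=0.02, raffinose-pregrown) + pinned cpd, 24 hr, 30 deg C; growth by BacTiter-Glo luminescence. Growth restoration scores as activation.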
# EPAC1 antag: blocks human EPAC1 exchange factor. Potency, µM (titrated, usually from 115 µM), inactives show at the top dose activity change, negative = inhibition, most hits filed as inhibitors. O95398. EPAC1 GEF assay, Rap1b-BODIPY-GDP exchange fluorescence. hit rate 0.14% among 360,000. AID 720709;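 also: plate controls were vehicle for no effect and positive control for full effect; nearly all actives have a fitted effect of over 50% in size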
# PTHR1 ag: PTHR1 (human) receptor agonism; HEK293 GP2 PTHR1 cells, GloSensor cAMP luminescence, 1 h; Potency, µM (highest dose often 115 µM), for the others: at the top dose activation, usual class: activators; hit rate 0.075% among 410,000; also: nearly all actives have a fitted effect of over 55% in size; some results filed as inactive show a strong effect at the top dose; inactives centre near -15; many of its hits are not listed in these tables
# Target sequence (Q03431 whole entry, looked up): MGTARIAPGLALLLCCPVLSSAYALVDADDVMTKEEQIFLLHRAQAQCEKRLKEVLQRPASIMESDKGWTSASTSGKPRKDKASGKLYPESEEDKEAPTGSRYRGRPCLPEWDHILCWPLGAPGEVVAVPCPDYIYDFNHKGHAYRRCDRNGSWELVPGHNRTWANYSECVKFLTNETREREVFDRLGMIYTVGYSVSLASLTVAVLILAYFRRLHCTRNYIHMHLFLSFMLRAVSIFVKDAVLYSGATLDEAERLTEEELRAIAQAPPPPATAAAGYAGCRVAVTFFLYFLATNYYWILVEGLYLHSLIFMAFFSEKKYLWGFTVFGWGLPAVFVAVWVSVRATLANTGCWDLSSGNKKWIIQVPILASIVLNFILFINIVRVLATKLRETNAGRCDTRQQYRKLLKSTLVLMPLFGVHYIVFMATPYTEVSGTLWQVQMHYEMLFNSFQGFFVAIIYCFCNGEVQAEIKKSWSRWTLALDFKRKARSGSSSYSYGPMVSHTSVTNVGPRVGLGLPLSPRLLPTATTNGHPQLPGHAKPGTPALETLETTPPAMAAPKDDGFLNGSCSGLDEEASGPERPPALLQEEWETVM
#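 HEK-293-derived GP2 cells expressing PTHR1 and a GloSensor cAMP reporter, 3,000/well, plated overnight, given luciferin plus IBMX (each 0.5 mM as added) for 1 h at 37 °C, then compound for 1 h at 37 °C. Luminescence was read after 15 min at room temperature.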
# EPAC1 ag: agonists of human EPAC1 | O95398 | EPAC1 agonist qHTS, biochemical assay; response scale: 100% = response to 6.5 mM cAMP | Potency, µM (titrated, usually from 154 µM), inactives show top-dose activation, most hits filed as activators | hit rate 0.073% among 360,000; also: nearly all actives have a fitted effect of over 60% in size
#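 Compounds were pinned as a concentration titration into mixtures of EPAC1 (100 nM), BODIPY-GDP-loaded Rap1B (250 nM) and GDP (50 uM). After 5 min at room temperature, fluorescence was followed for 30 min; activity was scaled to 6.5 mM cAMP.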
# EPAC2 antag: antagonists of human EPAC2; Q8WZA2; EPAC2 GEF exchange of Rap1B-BODIPY-GDP, fluorescence; Potency, µM (highest dose often 114 µM), without a hit: at the highest dose activity, negative = inhibition, most hits filed as inhibitors; hit rate 0.18% among 360,000; AID 720708; also: % is scaled to controls: 0 for no effect and ±100 for the full control effect; nearly all actives have a fitted effect of over 45% in size; many of its hits are not listed in these tables
# FUS suppressor: suppressors of FUS proteinopathy in yeast; S. cerevisiae FUS-expressing, growth rescue, OD600, 24 h; Potency, µM (series often up to 76.6 µM), for the others: at the top dose growth rescue (activation), hits mostly activators; hit rate 0.24% among 390,000;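 also: plate controls were DMSO vehicle for no effect and reference control for full effect; nearly all actives have a fitted effect of over 55% in size; some results filed as inactive show a strong effect at the top dose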
#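 Yeast expressing FUS under galactose induction, OD 0.005 in 2% galactose medium; compounds in a dilution series, 24 h at 30C. Growth rescue by absorbance at 600 nm; CP55940 positive control, DMSO negative.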
# EPAC2 ag: agonists of human EPAC2 (RAPGEF4); Potency, µM (top dose mostly 154 µM), without a hit: top-dose activation, usual class: activators; AID 720711; hit rate 0.079% among 360,000; EPAC2 activation, biochemical qHTS; response scale: 100% = 6.5 mM cAMP response; also: nearly all actives have a fitted effect of over 50% in size
#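 Each well held 100 nM EPAC2, 250 nM RAP1B-BODIPY-GDP and 50 uM GDP. Fluorescence, read at 5-min intervals to 30 min, was referenced to a 6.5 mM cAMP positive control.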
# TDP43 rescue: inhibitors of TDP-43 toxicity in yeast; AID 652104; Potency, µM (titrated, usually from 46.1 µM), inactives show top-dose growth rescue (activation), usual class: activators; TDP-43 expressing yeast growth rescue, BacTiter-Glo, 24 h; hit rate 1.8% among 410,000; also: % of control where 0% means no effect; nearly all actives have a fitted effect of over 50% in size
#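 Luminescence from BacTiter-Glo reports growth of TDP-43-expressing yeast after 24 hr at 30 deg C with compound. Cells were raffinose-pregrown to mid-log, then seeded in galactose medium at OD600=0.02.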
# Starred values were filed as active, the others as inactive; i = inactive; ? = inconclusive; / = no result given; & = joins results of further samples; [ ] = remark or other dose. Calls follow the shape of the dose curve; as a rule, active = well fitted curve in the direction sought with a large enough effect; inconclusive = small, poorly fitted or top-dose-only effect, or another doubt; inactive = no such curve, though single readings can be large; an effect the other way counts as inactive or inconclusive. Potency is read from the fitted curve at half-maximal effect. This is a subset; count on the stated rates, not on these rows.
# Sequence of screens: aSyn yeast inh	EPAC1 antag	PTHR1 ag	EPAC1 ag	EPAC2 antag	FUS suppressor	EPAC2 ag	TDP43 rescue
1) C=C(C)C(=O)Nc1cccc(C2=NOC3(C2)C[C@H](C(N)=O)N(C(=O)CC#N)C3)c1 (some centres not stated)
  -0.3%	-9.3%	-0.5%	-15.2%	5.4%	-8.2%	3.2%	2.2%
2) Cc1ccc(S(=O)(=O)Nc2ccc3c(c2)C(=O)NC3=O)cc1[N+](=O)[O-]
  8.7%	10.8%	-28.2%	-4.1%	-1.1%	/	5.4%	2.2%
3) CC(=O)c1ccc(NC(=O)c2cn(C)c(=O)c3ccccc23)cc1
  1.9%	12.5%	-16.5%	-8.2%	16.4%	-10.2%&-7.5%	1.8%	-11.1%&17.4%
4) CC1(C(=O)Nc2cccc(Oc3ccccc3)c2)CCN1Cc1cc2ccccc2o1 (configuration not stated)
  6.0%	-9.6%	-9.0%	-5.0%	-7.4%	24.7%	11.8%	?
5) O=C(O)c1ccccc1Nc1ccc2nonc2c1[N+](=O)[O-]
  -6.9%	7.6%	i	-9.2%	-5.3%	13.3%	-1.9%	-12.5%
6) N#Cc1cc(-c2ccccc2)cnc1Sc1ccc(Cl)cc1
  -11.1%	-2.3%	i	7.8%	-5.3%[57.1 µM]	12.3%	14.3%	18.2%
7) O=c1cc(N2CCCC2)[nH]c(=O)n1-c1ccc(Cl)cc1
  3.2%	-10.3%	i	-0.2%	-2.9%	/	-5.7%	-6.8%
8) COc1ccc(C(=O)/C=C/c2cn(CN3CCN(C)CC3)c3ccccc23)cc1
  -10.4%	-11.6%	-2.0%[57.5 µM]	22.7%	0.4%	29.3%	19.7%	-23.5%
9) CCOC(=O)CSc1nc2c([nH]c3ccccc32)c(=O)n1C
  10.0%	-2.3%	-13.9%	2.2%	-3.4%	1.3%	-1.1%	5.0%
10) O=C(OC1CCCC1)c1ccc(Cl)cc1Cl
  -0.9%	-23.4%	-15.1%	8.0%	-9.9%	-27.9%	9.2%	-8.0%

# The list goes on (4 carried over from the part before).
# Sequence of screens: aSyn yeast inh	EPAC1 antag	PTHR1 ag	EPAC1 ag	EPAC2 antag	FUS suppressor	EPAC2 ag	TDP43 rescue
7) O=c1cc(N2CCCC2)[nH]c(=O)n1-c1ccc(Cl)cc1
  3.2%	-10.3%	i	-0.2%	-2.9%	/	-5.7%	-6.8%
8) COc1ccc(C(=O)/C=C/c2cn(CN3CCN(C)CC3)c3ccccc23)cc1
  -10.4%	-11.6%	-2.0%[57.5 µM]	22.7%	0.4%	29.3%	19.7%	-23.5%
9) CCOC(=O)CSc1nc2c([nH]c3ccccc32)c(=O)n1C
  10.0%	-2.3%	-13.9%	2.2%	-3.4%	1.3%	-1.1%	5.0%
10) O=C(OC1CCCC1)c1ccc(Cl)cc1Cl
  -0.9%	-23.4%	-15.1%	8.0%	-9.9%	-27.9%	9.2%	-8.0%
11) CSCCC(NC(=O)c1cccc(C)c1)C(=O)OCN1C(=O)c2ccccc2C1=O (configuration not stated)
  0.2%	-8.7%	i	1.4%	0.8%	-4.3%	4.8%	19.5%
12) O=C(c1ccc(OC2CCN(Cc3ccccc3C(F)(F)F)CC2)cc1)N1CCCCC1
  -2.0%	-18.8%	-34.2%[inhibitor]	-16.6%	-20.0%	21.6%	4.8%	-9.6%
13) COc1ccc(NC(=O)CSc2n[nH]c(-c3ccncc3)n2)c([N+](=O)[O-])c1
  -1.3%	-15.3%	1.4%	8.1%	3.9%	11.2%	5.4%	4.6%
14) Cc1ccc(-c2csnn2)cc1
  -1.1%	-5.5%	i	-2.0%	-7.1%	-7.4%	7.3%	-4.6%
15) Cn1c(=O)oc2cc(S(=O)(=O)N3CCCC(C(=O)N4CCc5ccccc5C4)C3)ccc21 (configuration not stated)
  -0.5%	-7.6%	-22.5%	-7.7%	10.4%	?	4.1%	-11.3%
16) Cc1onc(-c2ccccc2)c1C(=O)N1CCN(c2ccccn2)CC1
  -0.7%	5.1%	?	-7.8%	-1.6%	6.8%	2.4%	-3.8%
17) COc1ccc(C(=O)Nc2ccc(NC(=O)c3cccs3)cc2)cc1Cl
  -0.5%	-3.9%	i	-6.2%	7.0%[57.1 µM]	-28.4%	2.9%	-0.2%
18) CCN1CCN(C(=O)CCc2nnc(CCc3ccc(OC)cc3)o2)[C@@H](C)C1=O
  -0.4%	-2.3%	i	4.8%	6.1%	/	3.8%	21.6%
19) C=CC(COCc1ccccc1)N(Cc1ccc(OC)cc1)S(=O)(=O)c1ccccc1Br (configuration not stated)
  3.1%	-26.6%	-18.4%	2.1%	14.2%	2.3%	14.4%	2.7%
20) CCOCCn1c(CN2CCOCC2)nc2c1c(=O)[nH]c(=O)n2C
  2.1%	7.3%	i	1.9%	-10.3%	-22.7%	-1.0%	0.0%
21) O=C(COC(=O)C1CCN(S(=O)(=O)c2ccc3c(c2)OCCO3)CC1)Nc1cc(C(F)(F)F)ccc1Cl
  -4.8%	?	i	12.1%	-8.5%	28.3%	-3.7%	5.8%
22) CCCCn1c(SCC(=O)Nc2cccc(OC)c2)nc2ccc(N3CCOCC3)cc2c1=O
  /	3.6%	i	3.2%	-3.5%	24.1%	5.1%	0.0%
23) C=CCNC(=O)c1ccc2nccnc2c1
  -2.1%	8.3%	i	9.7%	11.2%	-2.3%	3.2%	-8.5%
24) O=C(Nc1ccc(Cl)cc1)c1ccc(OCC2CCCO2)cc1 (configuration not stated)
  -9.3%	12.2%	-22.4%	7.2%	-1.8%	-26.8%	4.2%	12.4%
25) CCn1nc(C(=O)NNC(=O)C2CSC3(C)CCC(=O)N23)c2ccccc2c1=O (configuration not stated)
  0.5%	-15.3%	i	12.7%	6.3%	-26.3%	9.3%	11.6%
26) CC(=O)OCCn1c(=O)c2cc3c(=O)n(CCOC(C)=O)c(=O)c3cc2c1=O
  -5.5%	8.6%	i	-6.6%	-1.0%	-8.4%	-9.4%	-1.4%
27) O=C(/C=C/c1ccc2c(c1)OCO2)c1ccccn1
  -0.1%	-11.1%	-35.3%[inhibitor]	-9.6%	2.7%	48.0%	4.5%	-25.1%[1.82 µM]
28) COc1cc(=O)[nH]c(SC(C)C(=O)Nc2cc(C)on2)n1 (configuration not stated)
  -0.4%	28.6%	-17.1%	7.0%	-2.2%	5.1%	-1.3%	-13.7%
29) CCOc1cc(C2C3=C(CCCC3=O)Nc3nc(C(=O)OC)nn32)ccc1OC (configuration not stated)
  -0.1%	-1.5%	-38.7%[inhibitor][57.5 µM]	1.5%	-3.0%	24.4%	1.5%	-13.3%
30) COc1ccccc1/C=C/C(=O)OCC(=O)Nc1ccc(Cl)cn1
  -1.5%	-14.7%	i	13.0%	-2.6%	-10.1%	3.9%	-14.6%
31) CCc1nnc(NC(=O)C2CCCCC2)s1
  -13.9%	17.2%	-14.1%	2.6%	9.8%	8.7%	5.8%	-7.6%
32) N#CCC(=O)Nc1cc(C(F)(F)F)ccc1N1CCOCC1
  -10.9%	16.9%	-22.8%	-4.6%	12.7%	-3.2%	7.8%	-17.1%
33) O=S(=O)(NC1CCCC1)c1cc(F)ccc1F
  -6.2%	-7.2%	9.3%	-0.3%	-5.1%	-18.3%	1.8%	23.8%
34) COc1ccc(S(=O)(=O)N2c3cc(Cl)ccc3Oc3nc4ccccc4nc32)cc1
  0.4%	-10.1%	i	7.2%	-7.3%	-42.7%	6.5%	12.5%
35) Cc1ccc(C(=O)Nc2c(C)cc(-c3ccc(Cl)cc3)oc2=O)cc1
  -2.9%	-4.9%	i	0.4%	-10.1%	0.6%	4.2%	-8.3%
36) CC12CN3CC(C)(CN(C1)C3c1ccc(Br)cc1)C2=O (configuration not stated)
  -1.5%	-4.4%	i	1.9%	2.2%	11.8%	-5.8%	14.1%
37) Cc1ccc(OCC(=O)N2CCc3ccccc3C2)c([N+](=O)[O-])n1
  7.2%	-2.3%	-4.6%	-9.7%	-7.9%	-14.9%	-1.7%	16.5%
38) CC(C)CNc1oc(-c2ccco2)nc1C#N
  -8.6%	-14.0%	5.1%	5.9%	-4.0%	11.1%	1.3%	?
39) CN(C)c1cncc(C(=O)O)c1
  2.0%	-4.4%	i	13.1%	16.8%	2.3%	6.0%	14.0%
40) O=C(Nc1nc2ccc(S(=O)(=O)N3CCCCC3)cc2s1)c1ccncc1
  -12.0%	3.6%	i	-3.5%	1.9%	35.5µM*	-12.3%	8.8%
41) CCOC(=O)N1CCN(C(=O)CNC(=O)c2nn(-c3ccc(OC)cc3)c(=O)c3ccccc23)CC1
  6.1%	-19.3%	-5.0%	4.6%	3.2%	16.8%	7.6%	4.9%
42) COc1ccc(F)cc1C(=O)C1CCCN(Cc2cccn2-c2ccccn2)C1 (configuration not stated)
  -0.9%	-1.0%	i	10.0%	-11.5%	14.6%	11.9%	-19.6%
43) Cc1cccc2cc3c(N)c(C(=O)Nc4ccc(N5CCOCC5)cc4)sc3nc12
  -0.3%	-3.9%	-41.8%[inhibitor][57.5 µM]	14.0%	-1.1%	16.0%	27.9%	5.1%
44) COc1ccc(C(=O)C2CCCN(C(=O)C3CCOCC3)C2)c(C)c1 (configuration not stated)
  17.4%	8.8%	-20.3%	8.3%	1.1%	2.9%	5.7%	6.9%
45) COc1ccc(-c2c(-c3cc(OC)cc(OC)c3)n(C)c3ccc(-c4ccc(N(C)C)nc4)cc23)cc1
  3.4%	0.5%	-30.1%[inhibitor]	7.7%	14.2%	-3.1%	5.0%	13.0%
46) CCC(C)(C)n1nnnc1C(c1cccnc1)N1CCCc2ccccc21 (configuration not stated)
  5.5%	-0.1%	-8.8%	7.2%	3.9%	24.1%	6.6%	-9.9%
47) CC(C)C(=O)OC/C(O)=C(\C#N)c1nc2ccccc2[nH]1
  -11.7%	-9.1%	-3.9%	4.7%	14.5%	20.0%	6.0%	-4.1%
48) CCOC(=O)C(NC(=O)CC(C)C)(Nc1cc(C)on1)C(F)(F)F (configuration not stated)
  20.7%	1.2%	-3.1%[57.5 µM]	0.8%	7.1%	12.0%	-4.3%	18.0%
49) CCCC1(CCC)NC(=O)N(CC(=O)Nc2ccccc2OC)C1=O
  -26.2%	13.7%	-21.2%	6.2%	19.4%	3.9%	5.6%	-15.0%
50) COc1ccc(-c2c(C#N)c(N)nc3c2CCCC3)cc1OC
  -6.2%	-3.2%	-58.9%[inhibitor]	5.6%	1.1%	-10.0%	-2.0%	-13.6%
51) CC1=C(N2CCCCC2)CCC1=O
  -6.8%	-17.7%	i	3.2%	9.7%	-12.4%	3.0%	4.0%
52) Cc1nc(C)n(CCNS(=O)(=O)c2ccccc2)n1
  -4.7%	3.6%	i	7.3%	4.3%	6.7%	9.9%	-19.5%
